Compound activity: PubChem, several laboratories
Mot1-301 SUMO – yeast Mot1-301 growth rescue at high temperature, primary screen, SUMOylation pathway inhibitor project, S. cerevisiae, ATP luminescence, 38.5C | S. cerevisiae Mot1-301 growth rescue; percent above DMSO median, 100 means doubled | 1% of 320,000 active | AID 2716, 2010 | growth rescue, % at 18.8 µM;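 active = every valid replicate shows activation above 250% relative to neutral control wells; inactive = the rest, any valid replicate at or below 250%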;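 also: OY570 slx delta 5 strain wells were the positive control but not used for scaling; some compounds called inactive have numbers as strong as hits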
PKA-R1A activ – activators of PKA-R1A holoenzyme, primary screen, biochemical, fluorescence polarization, Cy5-IP20, bovine R1A, mouse PKAc. activation, % at 11.4 µM. 0.083% of 340,000 active. PKA-R1A dissociation; scaled: DMSO 0%, 113 µM cGMP 100%. cAMP-dependent protein kinase type I-alpha regulatory subunit (Bos taurus) + …;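 active = percent activation above the mean of all tested compounds plus 3 SD, cut at about 19% in these data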;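 also: higher means more PKAc released from R1A so a rise in polarization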
Arrestin-AP2 inh – inhibitors of beta-arrestin/AP2 binding, primary screen, biochemical, GPCR trafficking, flow cytometry; beta-arrestin 1 C-terminal peptide binding to AP2 beta2-adaptin appendage (human); FITC-arrestin peptide / GST-AP2 beads; AP2 beta2 appendage carries R879A mutation; inhibition, % at 10 µM; 0.31% of 340,000 active;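 active = inhibition above a set limit, near 3 SD of compounds lacking own fluorescence, cut at about 54% in these data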;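 also: plate controls were DMSO wells for no effect and 5 µM unlabelled arrestin peptide for full effect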
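System: GST-tagged AP2 beta2-adaptin appendage (R879A) on 4 µm glutathione beads / Reagent: FITC-arrestin peptide, 50 nM / Detection: HyperCyt-sampled flow cytometry, FL1 channel, ex 488/em 535 nm / Timing: 12 min plus 1 h, RT / Buffer or medium: PBS plus Tween 20 (0.05%) and BSA (0.1%)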
DSG3 Ab inh – inhibitors of pemphigus antibody binding to DSG3, primary screen, biochemical, bead-based, flow cytometry, scFv-GFP; Desmoglein-3 (Homo sapiens), P32926; DSG3-coupled beads, scFv-anti-DSG3-GFP binding; stronger effect = lower value; binding (percent of control), % at 10 µM; 0.48% of 310,000 active;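 active = binding more than 3 SD below its plate's average and above zero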;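 also: hits lower antibody fragment binding to DSG3; some compounds called inactive have numbers as strong as hits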
Tat export inh – E. coli Tat export inhibitors, primary screen, MC4100, TorA-mCherry reporter, fluorescence, single point. AID 488895, 2010. inhibition, % at 10 µM. 0.036% of 340,000 active;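 active = mean replicate inhibition at least 50% and at least half of replicates individually reaching 50%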;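 also: exported cargo escapes ClpAP degradation while cytoplasmic cargo is degraded and loses fluorescence; 0% = median of neutral control wells and 100% = median of NaSCN control wells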
MOR-DOR ag – agonists of OPRM1-OPRD1 heterodimerization, primary screen, cell-based, luminescence; Mu-type opioid receptor (Homo sapiens) + Delta-type opioid receptor (Homo sapiens), …; cells; activation, % at 9.3 µM; 0.3% of 340,000 active; AID 504326, 2011; in the data active = activation above about 18%;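 also: 0% = vehicle-treated cells and 100% = reference agonist; values of inactives mirror those of a sister screen read the other way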
Target sequence (P35372 whole entry, looked up): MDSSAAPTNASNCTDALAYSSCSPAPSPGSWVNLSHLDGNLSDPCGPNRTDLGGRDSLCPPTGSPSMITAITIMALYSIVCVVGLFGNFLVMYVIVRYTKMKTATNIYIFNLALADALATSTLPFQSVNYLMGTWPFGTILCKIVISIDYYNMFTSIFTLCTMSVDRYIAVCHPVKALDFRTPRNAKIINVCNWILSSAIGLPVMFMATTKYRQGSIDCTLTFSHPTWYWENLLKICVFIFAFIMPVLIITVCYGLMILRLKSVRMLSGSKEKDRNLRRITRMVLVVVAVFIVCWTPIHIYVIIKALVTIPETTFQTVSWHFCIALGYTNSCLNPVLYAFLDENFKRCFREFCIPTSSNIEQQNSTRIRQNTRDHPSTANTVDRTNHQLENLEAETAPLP
Target sequence (P41143 whole entry, looked up): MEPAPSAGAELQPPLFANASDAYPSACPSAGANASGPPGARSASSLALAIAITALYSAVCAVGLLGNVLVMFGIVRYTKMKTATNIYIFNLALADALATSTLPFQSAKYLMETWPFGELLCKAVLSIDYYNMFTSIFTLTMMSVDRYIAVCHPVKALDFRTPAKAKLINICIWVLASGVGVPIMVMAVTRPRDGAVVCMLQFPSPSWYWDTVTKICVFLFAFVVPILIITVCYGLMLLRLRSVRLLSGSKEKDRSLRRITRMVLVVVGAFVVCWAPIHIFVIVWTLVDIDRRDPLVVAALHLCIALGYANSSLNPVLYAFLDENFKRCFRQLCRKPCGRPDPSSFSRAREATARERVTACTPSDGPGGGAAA
MOR-DOR inv ag – inverse agonists of MOR-DOR heterodimerization, primary screen, cell-based, luminescence; inhibition, % at 9.3 µM; cell-based MOR-DOR heterodimer luminescence, inverse agonism; 0.21% of 340,000 active; AID 504357, 2011; Mu-type opioid receptor (Homo sapiens) + Delta-type opioid receptor (Homo sapiens), …; in the data active = inhibition above about 22%, passing the limit was not always enough;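 also: 0% = cells with DMSO and 100% = wells without cells with DMSO; values of inactives mirror those of a sister screen read the other way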
PfHsp90 set2 – growth inhibition of PfHsp90-expressing yeast, primary screen, antimalarial PfHsp90 inhibitor project, S. cerevisiae, BacTiter-Glo luminescence, single point, set 2; inhibition, % at 9.4 µM; BacTiter-Glo ATP, 48 h; yeast lacking PDR1 and PDR3 efflux regulators; 0.32% of 310,000 active;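 active = every replicate shows inhibition above about 80%, whatever the replicate mean, limit read from the data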;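 also: 0% = DMSO neutral controls and 100% = 20 µM radicicol positive controls; yeast relying on Plasmodium falciparum Hsp90 in place of its own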
Ecoli viability – E. coli V3065 growth inhibition, primary screen, counter-screen for AddAB inhibitor project, absorbance, OD600; inhibition, % at 11.9 µM; 18 h; AID 449728, 2010; 0.27% of 330,000 active;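 active = inhibition above the campaign's mean inhibition across all tested compounds plus 3 SD, cut at about 9.9% in these data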;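 also: uninfected addAB+ strain grown without phage in ampicillin broth; 0% = DMSO wells and 100% = ciprofloxacin 0.95 µg/ml wells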
phage Ecoli inh – growth loss of phage-infected E. coli, primary screen, RecBCD inhibitor project, absorbance, with phage, HTS; inhibition, % at 11.9 µM; 0.26% of 360,000 active; in the data active = inhibition above about 11%
AddAB inh – growth inhibition of E. coli expressing H. pylori AddAB, primary screen, AddAB inhibitor project, absorbance; inhibition, % at 11.9 µM; 0.29% of 330,000 active; AID 435030, 2010; in the data active = inhibition above about 12%;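 also: 0% = vehicle wells of infected cells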
* marks the source's active call; other numbers are inactive results; · = no result given.

SMILES	Mot1-301 SUMO	PKA-R1A activ	Arrestin-AP2 inh	DSG3 Ab inh	Tat export inh	MOR-DOR ag	MOR-DOR inv ag	PfHsp90 set2	Ecoli viability	phage Ecoli inh	AddAB inh
CCc1ccc(NC(=O)NC(C)c2ccc3c(c2)OCO3)cc1 (stereo not drawn)	-15	5	-5	112	-10	0.5	-3	4	-0.6	1.5	1.0
Cc1ccc(C)c(N2CCN(S(=O)(=O)c3c(C(=O)N4CCCCC4)c(C)n(C)c3C)CC2)c1	13	-1	-3	105	7	-3.7	19	17	-2.7	-0.6	2.7
COc1ccc(OC)c(C2NC(=O)N(C)C(C)=C2C(=O)OCc2ccccc2)c1 (stereo not drawn)	-16	-1	17	122	-3	-1.1	5	32	0.6	1.2	-0.7
O=C(O)c1cc(N/N=C/c2ccc(OCc3ccccc3)cc2)ccc1Cl	-24	2	10	91	-6	-3.7	17	-8	-1.7	-1.6	0.3
CCN1CCCC1CNC(=O)c1cc([N+](=O)[O-])c(N(C)C)cc1OC (stereo not drawn)	-23	-3	34	111	-2	-2.0	10	-4	1.0	1.2	3.2
Cc1ccc2c(c1)c(C)c(C)n2CC(O)Cn1nc(C)c(Br)c1C (stereo not drawn)	-13	-3	-4	99	14	4.5	-26	3	2.5	1.9	-0.9
CSCCC(NC(=O)c1ccccc1)C(=O)N1CCN(Cc2ccc(Cl)cc2)CC1 (stereo not drawn)	·	13	4	91	2	0.6	-4	28	·	3.2	·
Cc1ccc(-c2ccccc2NC(=O)CS(=O)CC(=O)Nc2ccc(C)c(Cl)c2)o1 (stereo not drawn)	-2	-14	15	110	-10	1.9	-11	13	-5.1	-1.2	-5.9
CS(=O)(=O)N(CC(=O)N1CCCCC1)c1ccc(Cl)c(C(F)(F)F)c1	53	4	2	105	9	-1.4	8	12	1.1	1.4	1.4
O=C(c1ccc(-c2ccc(Cl)cc2)o1)N1CCN(S(=O)(=O)c2cccs2)CC1	38	-1	2	101	7	-3.5	18	-21	-0.1	1.2	2.5
Fc1ccc(/C=N/n2c(-c3cccs3)n[nH]c2=S)cc1	58	9	-13	·	13	-0.8	4	4	1.6	3.0	1.0
CCOC(=O)C1NN=C(C(=O)c2ccccc2)C1c1ccc(Cl)cc1 (stereo not drawn)	89	4	11	113	2	3.9	-18	-24	-1.2	3.6	3.0
O=C(CNC(=O)C(c1ccccc1)c1ccccc1)N/N=C\c1cccc(O)c1	1	-11	-9	100	-1	-3.7	20	4	-0.5	0.0	-0.8
Clc1nssc1=Nc1ccccc1	·	-4	29	123	1	-2.7	14	·	·	·	·
Cc1cccc(NC(=O)C2C3C=CC4(O3)C2C(=O)N(CCCN2CCCC2)C4C(=O)NC2CCCC(C)C2C)c1 (stereo not drawn)	-10	-8	3	·	7	0.2	-2	12	1.6	0.7	1.6
CCCCCCSc1nsc(N)n1	-10	-6	0	101	-1	4.1	-22	·	2.2	6.0	-0.2
Cc1ccccc1C(=O)NNC(=O)C1CCN(c2ncccn2)CC1	102	-8	7	·	-3	-2.6	17	9	2.1	-0.6	3.2
COCc1cc(C)nc(OCC(=O)N/N=C/c2ccc(O)cc2O)c1C#N	0	-5	6	109	1	-3.0	14	0	-1.1	2.0	2.3
CN(C)c1cccc(C(=O)NNC(=S)NC2CC3CCC2C3)c1 (stereo not drawn)	1	-10	-19	113	11	-4.2	21	·	1.1	0.9	0.8
COC(=O)COc1ccc(S(=O)(=O)N2CCN(c3ccccc3)CC2)cc1	259	7	-5	107	4	-2.5	12	4	1.7	2.5	8.2
CCCN1/C(=C(/C#N)C2=NS(=O)(=O)c3ccccc32)N(C)c2ccccc21	-4	12	-1	105	-4	1.1	-7	-6	-1.7	1.9	1.8
S=c1[nH]ccc2ccccc12	·	-5	9	92	-2	-1.0	5	-19	·	3.7	·
CCOP(=O)(OCC)C(NC(=O)c1cccs1)C(F)(F)F (stereo not drawn)	171	-5	10	103	4	-3.3	16	22	0.3	4.6	3.5
O=C1Nc2ccc(F)cc2C12Nc1ccccc1-c1nnc(SCc3ccccc3)nc1O2 (stereo not drawn)	7	-7	3	100	14	-14	79*	22	0.9	-0.1	4.0
Cc1oc2c(C)c3oc(=O)c4c(c3cc2c1C)CCC4	·	-11	-1	103	-1	-3.1	16	-5	·	3.9	·
SMILES	Mot1-301 SUMO	PKA-R1A activ	Arrestin-AP2 inh	DSG3 Ab inh	Tat export inh	MOR-DOR ag	MOR-DOR inv ag	PfHsp90 set2	Ecoli viability	phage Ecoli inh	AddAB inh
COc1ccc(NC(=O)c2ccccc2C)c(OC)c1	8	-2	26	122	6	0.5	-3	·	0.8	2.7	0.8
CC(C)OC(=O)CSc1ncnc2c1cnn2Cc1ccccc1	0	-5	2	·	-1	5.4	-23	46	0.8	1.6	2.2
COc1cccc(C2CC(=O)Nc3n[nH]c(-c4ccccc4)c32)c1OC (stereo not drawn)	-9	-12	-11	116	0	-1.6	8	-3	-0.2	2.1	-3.0
Cc1cccc(-c2noc(CCCC(=O)N3CCOCC3)n2)c1	4	-4	-1	93	-4	-2.3	13	·	1.9	-0.6	2.3
Cn1cc(CN2CCN(c3ncccn3)CC2)c(-c2cccc(Cl)c2)n1	-6	1	-5	96	4	0.3	-2	8	-0.7	-0.3	6.0
Cc1cccc(N2CCN(C(=O)/C=C/c3cccs3)CC2)c1C	-8	-2	7	100	8	5.2	-26	-12	2.1	1.0	2.4
COc1ccc(OC)c(CCNC(=O)CCCc2nnc3n(C)c(=O)c4sccc4n23)c1	184	-1	16	·	-1	-0.4	3	-9	-0.1	0.1	2.2
Cc1ccc(S(=O)(=O)CCC(=O)Nc2cccc(C)c2)cc1	17	-6	6	94	2	-1.3	7	2	-1.4	-0.4	-0.9
O=S(=O)(c1ccc(F)cc1)N1CC=C(c2ccccc2)CC1	22	·	-21	98	·	·	·	·	-1.8	0.1	0.5
COc1ccc(NC(=O)CSc2nc(SC)ns2)cc1	-5	-2	0	102	-8	0.1	-1	3	-0.3	2.9	4.9
CCC(=O)N1CCN=C1SCc1cccc(C(F)(F)F)c1	-10	-6	48	97	2	-1.9	10	4	0.2	0.9	2.6
c1ccc2[nH]c(NN=C3CCCCCC3)nc2c1	38	-5	-14	99	-5	-1.7	8	-6	1.4	-0.9	0.2
CCC(C)NC(=O)CSc1nnc(-c2c[nH]c3ccccc23)o1 (stereo not drawn)	-9	-6	2	100	5	-0.3	1	8	-1.3	-0.8	1.2
CCOC(=O)CN(C(=O)COc1ccc2c(C)cc(=O)oc2c1)c1ccc(OCC)cc1	10	-5	33	86	2	-1.1	7	2	-1.3	1.9	1.4
CCCSC1=C(C#N)C(c2ccccc2C)CC(=O)N1 (stereo not drawn)	-5	-15	-4	103	-8	-2.0	9	·	2.7	-1.4	3.7
OCCC1CN(C2CCSCC2)CCN1C1CCCC1 (stereo not drawn)	11	6	-9	96	-3	0.7	-3	8	1.2	-1.6	1.5
CC(C)c1ccc(NC(=O)COC(=O)CSc2nnc(N)s2)cc1	-7	-13	-8	101	4	-0.5	3	-5	-3.4	3.9	1.0
COc1cc(C)c(NC(=O)c2cc(C3CC3)nc3c2cnn3C(C)C)cc1OC	134	-1	-12	·	1	-3.3	13	0	-0.3	-0.1	0.7
CN(Cc1cccnc1)C(=O)c1ccc2nc(Cc3ccccc3F)oc2c1	-3	1	14	102	1	-1.4	8	10	-0.6	3.4	2.4
COc1cc(OC)nc(Oc2ccccc2C(=O)Oc2ccc(F)cc2Cl)n1	29	0	2	100	0	1.6	-10	13	0.4	1.4	1.4
COc1ccc(N2C(=O)c3ccccc3NC2c2ccccc2O)cc1 (stereo not drawn)	1	9	27	96	10	0.3	-2	8	1.7	-2.0	1.8
O=[N+]([O-])c1ccc2c(c1)OCCOCCOCCOCCOCCOCCO2	·	-2	6	86	-7	-2.8	14	4	-2.3	1.1	0.7
O=C(CN1C(=O)C2C3CCC(C3)C2C1=O)Oc1ccc2ccccc2c1 (stereo not drawn)	-3	-5	27	81	-10	0.7	-3	-8	-0.3	2.0	1.4
Cc1ccccc1CN1CCCNC1=O	42	-13	3	99	3	-0.5	3	16	0.0	3.5	0.4
CC12CCC(C(=O)NNc3ccccc3)(OC1=O)C2(C)C (stereo not drawn)	-8	-1	-1	91	-5	-0.9	5	8	-0.6	1.1	1.9

Some of the entries so far, bar-delimited.
Compound | Mot1-301 SUMO | PKA-R1A activ | Arrestin-AP2 inh | DSG3 Ab inh | Tat export inh | MOR-DOR ag | MOR-DOR inv ag | PfHsp90 set2 | Ecoli viability | phage Ecoli inh | AddAB inh
CN(Cc1cccnc1)C(=O)c1ccc2nc(Cc3ccccc3F)oc2c1 | -3 | 1 | 14 | 102 | 1 | -1.4 | 8 | 10 | -0.6 | 3.4 | 2.4
COc1cc(OC)nc(Oc2ccccc2C(=O)Oc2ccc(F)cc2Cl)n1 | 29 | 0 | 2 | 100 | 0 | 1.6 | -10 | 13 | 0.4 | 1.4 | 1.4
COc1ccc(N2C(=O)c3ccccc3NC2c2ccccc2O)cc1 (stereo not drawn) | 1 | 9 | 27 | 96 | 10 | 0.3 | -2 | 8 | 1.7 | -2.0 | 1.8
O=[N+]([O-])c1ccc2c(c1)OCCOCCOCCOCCOCCOCCO2 | · | -2 | 6 | 86 | -7 | -2.8 | 14 | 4 | -2.3 | 1.1 | 0.7
O=C(CN1C(=O)C2C3CCC(C3)C2C1=O)Oc1ccc2ccccc2c1 (stereo not drawn) | -3 | -5 | 27 | 81 | -10 | 0.7 | -3 | -8 | -0.3 | 2.0 | 1.4
Cc1ccccc1CN1CCCNC1=O | 42 | -13 | 3 | 99 | 3 | -0.5 | 3 | 16 | 0.0 | 3.5 | 0.4

Outcome played no part in choosing rows. About 2.8% of those tested had a hit in this group.
